IDE cell activ – human IDE activators in live cells, primary screen, fluorescence polarization, HEK cells, FAbeta-B substrate | Insulin-degrading enzyme (Homo sapiens), P14735 | FAbeta-B cleavage; 0% vehicle, 100% cell-free pure enzyme wells | activation, % at 5.96 µM | hit rate 0.073% among 340,000 | AID 493087, 2011;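 active = activation above the mean of all tested compounds plus 3 SD, set per screening campaign, cut at about 17% in these data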
SUMO HTRF inh – inhibitors of in vitro SUMOylation cascade, primary screen, biochemical, HTRF, uHTS | SUMO-conjugating enzyme UBC9 (Homo sapiens), P63279 | HTRF SUMOylation assay, SAE1/SAE2 + UBC9 | inhibition, % at 35 µM | hit rate 0.36% among 290,000 | AID 2006, 2009; in the data active = inhibition above about 50%, passing the limit was not always enough; also: strong numbers were not always called active
IDE inh – human IDE inhibitors in live cells, primary screen, fluorescence polarization, HEK cells, FAbetaB substrate | Insulin-degrading enzyme (Homo sapiens), P14735 | FAbetaB cleavage | inhibition, % at 5.59 µM | hit rate 0.41% among 320,000;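 active = percent inhibition above the average of all tested compounds plus 3 SD, set per screening campaign, cut at about 16% in these data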;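 also: IDE supplied by intact live HEK cells; FP after avidin binding of uncleaved biotin substrate so inhibition keeps polarization high; 0% = DMSO wells and 100% = 60 µM reference IDE inhibitor Ii1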
HCV NS3 hel inh – inhibitors of HCV NS3 helicase, primary screen, biochemical, Cy5 molecular beacon fluorescence; NS3 helicase DNA unwinding; inhibition, % at 10.9 µM; hit rate 0.56% among 290,000; AID 1800, 2009;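 active = inhibition above the mean of all tested compounds plus 3 SD, set per campaign, cut at about 35% in these data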;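 also: 0% = DMSO wells and 100% = thioflavine S control wells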
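System: NS3 helicase fragment of HCV / Schedule: 1 h at 25 °C / Control set: DMSO alone as 0% and 110 µM thioflavine S as 100% / Reagent: Cy5/quencher beacon DNA duplex and ATP to start / Technique: Cy5 fluorescence / Replication: singlicate / Evaluation: % inhibition of end-to-start signal ratio versus controls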
CRFR2-BP antag – antagonists of CRF-BP/CRF-R2 complex, primary screen, cell-based, HEK293, calcium dye fluorescence, uHTS. hit rate 0.59% among 350,000. CRF-induced calcium fluorescence. inhibition, % at 11.8 µM. AID 588475, 2011;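 active = inhibition of the ligand-induced calcium signal above about 50% at the single tested concentration, limit read from the data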
pCIP destab – p/CIP-EGFP fusion destabilizers, primary screen, fluorescence, F442A cells | 16 h | AID 1984, 2009 | Q05BA5 | decrease of EGFP signal, % at 10 µM | hit rate 0.01% among 290,000;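 active = EGFP signal decrease of at least 30% at 10 µM or well 3 SD below plate mean, unless failing retest; inactive = the rest, including hits failing retest or dose response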; also: some compounds called inactive have numbers as strong as hits; many of its hits are not listed in these tables
Target sequence (Q05BA5 1-1403): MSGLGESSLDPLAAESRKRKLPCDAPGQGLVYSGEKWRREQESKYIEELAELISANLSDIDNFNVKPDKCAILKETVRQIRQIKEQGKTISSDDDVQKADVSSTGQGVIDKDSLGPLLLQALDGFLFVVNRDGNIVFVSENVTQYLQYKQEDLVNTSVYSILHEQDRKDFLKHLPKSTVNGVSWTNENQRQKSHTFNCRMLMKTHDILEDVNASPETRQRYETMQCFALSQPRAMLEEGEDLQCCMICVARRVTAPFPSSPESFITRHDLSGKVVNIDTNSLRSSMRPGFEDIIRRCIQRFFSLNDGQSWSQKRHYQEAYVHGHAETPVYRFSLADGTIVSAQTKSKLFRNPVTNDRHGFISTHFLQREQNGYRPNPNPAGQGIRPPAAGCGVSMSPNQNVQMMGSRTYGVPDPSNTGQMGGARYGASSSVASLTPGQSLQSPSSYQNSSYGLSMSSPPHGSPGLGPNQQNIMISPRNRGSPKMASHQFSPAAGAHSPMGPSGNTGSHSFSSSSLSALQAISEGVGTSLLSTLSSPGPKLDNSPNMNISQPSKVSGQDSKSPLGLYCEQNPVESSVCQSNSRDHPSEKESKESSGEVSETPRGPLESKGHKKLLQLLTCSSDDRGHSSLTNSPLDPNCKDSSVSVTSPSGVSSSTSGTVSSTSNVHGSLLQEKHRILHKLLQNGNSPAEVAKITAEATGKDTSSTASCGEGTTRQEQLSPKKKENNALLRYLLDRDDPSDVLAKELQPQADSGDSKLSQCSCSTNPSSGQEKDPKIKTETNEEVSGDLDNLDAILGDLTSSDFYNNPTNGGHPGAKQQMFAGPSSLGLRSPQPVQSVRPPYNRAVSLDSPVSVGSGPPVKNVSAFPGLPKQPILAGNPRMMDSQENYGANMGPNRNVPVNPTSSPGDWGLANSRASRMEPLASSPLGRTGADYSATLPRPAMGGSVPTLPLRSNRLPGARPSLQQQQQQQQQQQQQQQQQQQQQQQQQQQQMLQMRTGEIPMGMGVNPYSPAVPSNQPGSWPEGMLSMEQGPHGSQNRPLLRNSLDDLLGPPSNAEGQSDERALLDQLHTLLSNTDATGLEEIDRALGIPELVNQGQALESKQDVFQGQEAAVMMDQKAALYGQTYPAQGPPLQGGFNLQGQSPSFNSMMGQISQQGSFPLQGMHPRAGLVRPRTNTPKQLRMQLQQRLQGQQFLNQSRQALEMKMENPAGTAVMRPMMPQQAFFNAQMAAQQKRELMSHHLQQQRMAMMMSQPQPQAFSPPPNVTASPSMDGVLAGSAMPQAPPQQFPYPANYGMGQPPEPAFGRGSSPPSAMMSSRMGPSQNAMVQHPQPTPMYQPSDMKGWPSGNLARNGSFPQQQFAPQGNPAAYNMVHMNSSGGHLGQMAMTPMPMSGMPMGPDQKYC
IMP-1 inhibitor – IMP-1 metallo-beta-lactamase inhibitors, primary screen, biochemical, epi-absorbance readout, Pseudomonas aeruginosa enzyme; purified IMP-1, nitrocefin hydrolysis, epi-absorbance fluorescence; inhibition, % at 5.6 µM; metallo-beta-lactamase IMP-1 (Pseudomonas aeruginosa); hit rate 0.45% among 290,000;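 active = inhibition above the mean plus 3 SD of all compounds in the same screening run, cut at about 4.5% in these data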;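 also: 0% = IMP-1 with DMSO and 100% = DMSO wells lacking enzyme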
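System: Purified IMP-1 | Read-out basis: Percent enzyme inhibition | Controls: IMP-1 with DMSO as 0%, enzyme-free DMSO as 100% | Replicates: One well per compound | Doses: 5.6 µM nominal single concentration | Detection: Epi-absorbance fluorescence, 480 nm excitation, 530 nm emission | Incubation: 25 °C, 15 min preincubation, 25 min reaction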
VIM-2 inh – VIM-2 metallo-beta-lactamase inhibitors, primary screen, biochemical, epi-absorbance readout, Pseudomonas aeruginosa enzyme. purified VIM-2, nitrocefin hydrolysis, epi-absorbance fluorescence. inhibition, % at 5.6 µM. AID 1527, 2009. hit rate 0.89% among 290,000;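 active = inhibition above the mean of all tested compounds plus 3 SD, cutoff set per screening run, cut at about 7.5% in these data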;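 also: red hydrolysis product quenches plate fluorescence so inhibitors raise well fluorescence; 0% = enzyme with DMSO and 100% = DMSO without enzyme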
GalR3 antagonist – GalR3 antagonists in HEK293 cells, primary screen, cell-based, fluorescence readout; Galanin receptor type 3 (Homo sapiens), O60755; HEK293 GalR3-CNG cAMP membrane potential fluorescence; galR3 body fused to GalR1 C-terminus; inhibition, % at 3 µM; hit rate 0.44% among 360,000; AID 651719, 2012;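 active = inhibition above the screen-wide average plus 3 SD, cut at about 13% in these data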;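 also: forskolin and galanin both at EC90 stimulate the cells; cAMP rise reported by CNG channel membrane potential dye signal; 0% = forskolin plus galanin with DMSO and 100% = forskolin alone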
Active calls of the source: *; · = no result given; & = joins results of further samples.

SMILES	IDE cell activ	SUMO HTRF inh	IDE inh	HCV NS3 hel inh	CRFR2-BP antag	pCIP destab	IMP-1 inhibitor	VIM-2 inh	GalR3 antagonist
COc1cccc(-c2ccc(SCC(=O)N3CCN(c4ccccc4)CC3)nn2)c1	0	5	-3	7	2	12	-3.0	-2.4	-7
Cc1cc(C(=O)C(=O)NC(C)C)c(C)n1-c1ccc([N+](=O)[O-])cc1	3	10	-5	-4	-8	-11	-2.0	-3.0	-4
CCC(NC(=O)CCCc1ccccc1)c1ccccc1 (centres undefined)	3	2	5	-11	8	-6	-1.7	-4.7	-3
S=c1[nH]nc(-c2ccco2)n1/N=C/C(Cl)=C/c1ccccc1	6	23	5	25	-17	-1	-3.3	8.1*	-5
CCOC(=O)[C@@H]1[C@H]2COc3ccccc3[C@H]2N2C(=O)N(c3ccc(F)cc3)C(=O)[C@]12C	4	13	4	-20	15	1	-0.7	-0.7	1
COc1cc(NC(=O)c2cccc3c2C(=O)N(Cc2cccnc2)C3)cc(OC)c1OC	5	7	1	-1	11	-18	-1.8	6.0	·
Cc1ccc(/C(N)=N/OC(=O)c2cccs2)cc1	5	-2	-4	9	3	-8	-4.5	-6.4	2
CS(=O)(=O)N1CCN(c2ccc(NC(=O)c3cc4ccccc4o3)cc2)CC1	-2	12	-3	5	5	-4	-2.2	-0.2	-1
COc1ccc(C(O)c2nccn2Cc2ccccc2)cc1 (centres undefined)	5	-5	-4	7	-6	-5	-4.5	0.3	-4
CC1CCC2(CC1)NC(=O)N(CC(=O)N1CCN(S(=O)(=O)c3ccc4c(c3)CCC4)CC1)C2=O (centres undefined)	-3	·	-3	·	0	·	·	·	-2
C=CCNC(=S)Nc1ccc(Br)cc1F	1	-5	-2	-4	11	-3	-1.8	-1.3	1
COc1ccc(OCC(O)CNC(=O)c2ccc(OC)cc2)cc1 (centres undefined)	2	-9	-1	-3	15	-1	-2.8	-2.3	14*
CCc1ccc2c(c1)C(c1ccc([N+](=O)[O-])cc1)=NNC(c1ccc(F)cc1)=N2	1	-3	-5	4	-19	-9	-2.7	-4.2	-4
CCn1c(N)c(C(=O)NCc2cccnc2)sc1=S	-4	-19	-2	5	-7	14	-2.5	-1.9	1
CCCCn1c(N)c(N(CC(C)C)C(=O)CCCc2nc3ccccc3s2)c(=O)[nH]c1=O	6	·	-5	·	6	·	·	·	-2
Cc1ccc2[nH]nc(C(=O)N3CCCC(C(=O)c4ccc(Cl)cc4)C3)c2c1 (centres undefined)	6	4	-6	12	-51	-9	-2.9	-2.2	0
Cc1ccccc1OCCn1c(C)nc2ccccc21	2	7	1	-1	38	-31	-4.1	-3.2	-12
CCCC(=O)n1nc(-c2ccco2)nc1SCc1ccccc1	6	2	2	6	-11	-7	-0.5	-0.2	·
COc1ccccc1NC(=O)NCC(=O)Nc1c(C)cccc1C	0	-7	6	9	-8	2	0.8	-2.3	-7
COC(=O)c1ccc(N=Cc2c(C(F)(F)F)[nH][nH]c2=O)cc1	2	11	-1	12	8	-9	-1.4	-0.3	-2
Cc1noc(C)c1S(=O)(=O)N1CCN(c2ccc([N+](=O)[O-])cc2)CC1	4	-2	1	3	3	-34	-0.3	2.5	-11
COC(=O)C(=Nc1ccccc1)/C(C(=O)C(=O)N(C)c1ccccc1)=C(\O)c1ccccc1	3	1	0	6	17	5	-0.7	-1.4	0
CCOC(=O)c1ccc(NC(=O)c2ccc3c(c2)OCO3)cc1	-6	7	7	-8	-19	-4	-1.7	-0.9	-3
CCc1ccc(-n2c(=O)c3c(C)c(C(=O)N(C)C)sc3n(CC(=O)NCC3CCCO3)c2=O)cc1 (centres undefined)	3	-2	6	-5	1	11	-2.2	-2.9	2
CN(C)c1ccc(C(=O)OCc2cc(=O)n3ccsc3n2)cc1	5	·	6	·	17	·	·	·	0

Retrieved one by one from above, 5 records:
SMILES	IDE cell activ	SUMO HTRF inh	IDE inh	HCV NS3 hel inh	CRFR2-BP antag	pCIP destab	IMP-1 inhibitor	VIM-2 inh	GalR3 antagonist
COc1ccc(OCC(O)CNC(=O)c2ccc(OC)cc2)cc1 (centres undefined)	2	-9	-1	-3	15	-1	-2.8	-2.3	14*
COc1cc(NC(=O)c2cccc3c2C(=O)N(Cc2cccnc2)C3)cc(OC)c1OC	5	7	1	-1	11	-18	-1.8	6.0	·
CN(C)c1ccc(C(=O)OCc2cc(=O)n3ccsc3n2)cc1	5	·	6	·	17	·	·	·	0
C=CCNC(=S)Nc1ccc(Br)cc1F	1	-5	-2	-4	11	-3	-1.8	-1.3	1
Cc1noc(C)c1S(=O)(=O)N1CCN(c2ccc([N+](=O)[O-])cc2)CC1	4	-2	1	3	3	-34	-0.3	2.5	-11

Later entries.
SMILES	IDE cell activ	SUMO HTRF inh	IDE inh	HCV NS3 hel inh	CRFR2-BP antag	pCIP destab	IMP-1 inhibitor	VIM-2 inh	GalR3 antagonist
O=C(CCNS(=O)(=O)c1cccc(C(F)(F)F)c1)NC1CC1	4	·	-2	·	9	·	·	·	-8
Cc1ccc(CS(=O)(=O)c2ncn[nH]2)cc1	-2	3	1	-1	10	-9	-2.4	0.2	-6
Cc1ccc(C(=O)OCC(=O)NC(=O)NCc2ccccc2)cc1C	-2	·	0	·	-2	·	·	·	2
CCCNC(=O)COC(=O)c1ccc(N2CCCC2)c([N+](=O)[O-])c1	2	15	-7	2	-11	12	-1.7	-2.2	0
COc1ccc(C(C(=O)NC2CCCCC2)N(C(=O)c2sc(C)nc2C)c2ccccc2C)cc1 (centres undefined)	7	16	-2	-23	-19	-12	-2.8	-2.0	-1
Cc1ccc(S(=O)(=O)N(CC(=O)N(C(C)C)C(C)C)C(=O)N2CCN(C)CC2)cc1	-2	-2	-2	4	-2	0	-1.4	-0.9	1
Cc1ccc(NC(=O)NCCN2CCN(c3ccccc3)CC2)cc1Cl	3	1	0	-46	-24	2	-1.2	0.1	-8
CCN1C(=O)/C(=C\c2cccs2)C(C(=O)OC)=C1C	9	28	1	-4	32	-4	-3.5	3.4	-2
Cc1ccc(NC(=S)N/C(=N/S(=O)(=O)c2ccccc2)c2ccccc2)cc1	1&-5	15	-3	17	9&3	6	-1.5	-4.5	-8&-8
Cc1nn(C)cc1C(=O)NNC(=S)Nc1ccccc1	6	-7	9	11	-1	4	0.7	-0.2	-4
COc1ccc(S(N)(=O)=O)cc1C(=O)NCCCN1CCN(c2ccccc2OC)CC1	1	2	-2	-6	-3	-4	1.0	-0.4	-6
COc1ccccc1C(=O)N1CCCC1(C#N)c1ccccc1 (centres undefined)	0	-9	4	2	-1	4	-2.0	-0.6	-3
Cc1cc(C)nc(SCC(=O)Nc2ccc(S(=O)(=O)Nc3nccs3)cc2)n1	4	6	-5	2	8	-1	-2.5	0.0	0
CC(=O)c1cccc(NC(=O)c2onc(C)c2Cl)c1	1	-7	3	2	4	-2	-1.6	-0.6	-1
COc1ccc(NC(=O)C(=O)NCC2CCCN2S(=O)(=O)c2cccs2)cc1 (centres undefined)	-2	·	8	·	-1	·	·	·	-1
Cc1ccc(C(=O)Nc2ccccc2N2CCCC2)cc1	7	9	0	8	15	-3	-3.0	-0.1	-12
COc1ccc(NC(=O)CC2SC(=Nc3ccccc3)NC2=O)cc1 (centres undefined)	2	-13	1	-9	0	3	0.3	-0.1	-3
O=c1c2c3n(c(=O)nc2[nH]n1-c1ccccc1)CCCCC3	4	4	2	-3	-1	-1	0.3	-0.9	0
CCCc1ccc2oc(C(=O)N3CCN(CC(=O)NC(C)C)CC3)c(C)c2c1	-5	4	-1	8	3	-19	-2.6	-2.3	-9
COC(=O)c1c(-c2ccc(Br)cc2)csc1NC(=O)Cc1ccc(OC)c(OC)c1	-5	-6	0	-4	14	-4	-3.3	-4.1	1
Nc1sc2c(c1C(=O)NC1CCS(=O)(=O)C1)CCC2 (centres undefined)	-1	-8	3	-1	2	0	-3.4	-3.8	·
Cc1cc(-c2ccccc2)c2ccc(NC(=O)C(C)(C)C)nc2n1	-3	14	3	-5	-8	-15	-4.5	-1.7	-5
N=C1/C(=C\c2ccc(SCc3ccccc3)o2)C(=O)N=C2SC(CC(=O)N3CCOCC3)=NN12	-5	11	6	6	16	-15	3.0	0.9	-2
Clc1ccccc1CN1CCN(/N=C/C=C\c2ccco2)CC1	·	15	1	3	8	-10	-2.2	-3.3	-7
CCOC(=O)c1cnc2c(cnn2C)c1Cl	10	12	-2	-2	2	17	-3.1	-2.6	-4
Remaining list, next part.
SMILES	IDE cell activ	SUMO HTRF inh	IDE inh	HCV NS3 hel inh	CRFR2-BP antag	pCIP destab	IMP-1 inhibitor	VIM-2 inh	GalR3 antagonist
COc1cccc(NC(=O)CSc2ccc3nnc(-c4ccncc4)n3n2)c1	-10	-2	10	-4	-2	-10	-4.4	-3.4	4
COc1cccc(N(C(=O)c2ccco2)C(C(=O)NC2CCCC2)c2ccc(N(C)C)cc2)c1 (centres undefined)	4	-20	6	2	-9	12	-4.8	-4.9	-4
COc1cccc(-c2nnc(NC(=O)c3ccc(S(=O)(=O)N(CC(C)C)CC(C)C)cc3)o2)c1	-2	13	2	2	-45	-10	-3.2	-3.2	·
Cc1oc(-c2ccccc2Cl)nc1CS(=O)(=O)CC(=O)NCCN1CCOCC1	-2	8	4	2	22	-12	-2.7	-0.5	·
Cc1noc(C)c1CSCC(=O)N(C)CC(=O)Nc1ccccc1C(F)(F)F	1	·	-1	·	3	·	·	·	2
CC(Sc1nnc(-c2ccccc2)c(-c2ccccc2)n1)C(=O)N1CCc2ccccc21 (centres undefined)	-7	9	0	10	25	-12	-1.7	-1.1	-8
COc1cccc(-c2cc(C(=O)N/N=C/c3ccco3)c3ccccc3n2)c1	4	20	1	8	-9	-9	-2.6	-2.9	0
Cc1cc(OCc2ccc(F)cc2)nc(-c2ccccc2O)n1	4	5	0	-4	-5	-4	0.9	-1.7	4
CC(CC(=O)NC1CCSC1=O)c1ccccc1 (centres undefined)	0	-7	4	1	-2	-10	-2.4	-2.5	-1
NC(=O)c1ccc[n+](Cc2cccc3ccccc23)c1	4	-2	4	-8	-1	1	-2.5	-4.1	4
CC(=O)Nc1ccc(Nc2cc(N(C)C)c3nonc3c2[N+](=O)[O-])cc1	0	8	·	-9	7	-4	-2.8	30*	-10
O=C(CN1C(=O)/C(=C/c2ccco2)SC1=S)Nc1ccc(C(=O)O)c(O)c1	-5	72*	3	27	28	-16	7.2*	-2.0	1

Compound activity (PubChem)
